# 14-3-3 PPI = modulators of 14-3-3 gamma protein binding, primary screen, biochemical, fluorescence polarization; inhibition, % at 40 µM; AID 422, 2006; hit rate 0.19% among 160,000; FP, 14-3-3gamma / TMR-pS259-Raf peptide binding; 14-3-3 protein gamma (Homo sapiens), P61981; in the data active = inhibition above about 30%;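 note: 0% = protein plus tracer without compound and 100% = blank with tracer alone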
# Target sequence (P61981 whole entry, looked up): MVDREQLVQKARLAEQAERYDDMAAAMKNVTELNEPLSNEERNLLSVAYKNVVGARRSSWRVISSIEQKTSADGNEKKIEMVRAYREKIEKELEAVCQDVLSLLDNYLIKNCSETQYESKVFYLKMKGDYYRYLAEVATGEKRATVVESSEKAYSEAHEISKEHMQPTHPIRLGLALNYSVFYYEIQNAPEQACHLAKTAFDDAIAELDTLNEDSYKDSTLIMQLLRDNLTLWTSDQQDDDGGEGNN
# Starred values were filed as active, the others as inactive; & = joins results of further samples. A portion of the library, so the mix of outcomes need not match the whole.
14-3-3 PPI | Structure
-3.8 | CCOc1ccc(NC(=O)C(CC)NC(=O)c2ccccc2CO)cc1 (stereo not drawn)
2.6&-9.7 | CCn1c(SCC(=O)Nc2nc3ccc(C)cc3s2)nc2c(c1=O)SC(C)C2 (stereo not drawn)
0.6 | CCOc1cc(N2CCOCC2)c(OCC)cc1NC(=O)CSc1cccc[n+]1[O-]
-3.8 | CC(=O)c1c(C)n(C)c2ccc(OC(=O)c3ccco3)cc12
-15.5 | O=C1C(=O)N(c2cccnc2)C(c2ccc(Cl)cc2)/C1=C(\O)c1ccc(Cl)cc1 (stereo not drawn)
-2.8 | Cc1c(Cl)cccc1NCc1nnc2n1CCCCC2
0.3 | O=S(=O)(NCC1CCCO1)c1cccc(C(F)(F)F)c1 (stereo not drawn)
-18.1 | CCN(CC)c1nc2ccccc2nc1C(C#N)C(=O)NCCc1ccccc1 (stereo not drawn)
-1.4 | COc1cccc(NC(=O)Nc2cc(C)ccc2F)c1
0.1 | CCOCCn1c(CN2CCN(c3ccccc3)CC2)nc2c1c(=O)n(C)c(=O)n2C
1.4 | N#CCCC12CCCCC1=Nc1ccccc12 (stereo not drawn)
-13.7 | O=C(CN1C(=O)CCC1=O)Nc1nc(-c2ccc(Cl)s2)cs1
-5.0 | CN1CCN(C2CC(=O)N(c3ccccc3)C2=O)CC1 (stereo not drawn)
-3.1 | Cc1ccc(N2CCN(CCc3nc4cc(NC(=O)c5ccco5)ccc4n3C)CC2)cc1
-1.0 | CC(=O)Nc1ccc2nc(NC(=O)C34CC5CC(CC(C5)C3)C4)sc2c1
-7.4 | CCc1nc2scc(-c3ccc(Br)cc3)c2c(=O)o1
-7.1 | CCCOc1cccc(C(=O)Nc2ccc(-c3cc4ccccc4oc3=O)cc2)c1
-12.1 | Cc1nc(N(C)c2ccc(C(C)C)cc2)c2c(C)c(C(=O)NC(C)C)sc2n1
-6.2 | O=C(c1ccc2nc3ccc(Cl)cc3c(=O)n2c1)N1CCCCC1
-1.7 | Cc1cc(C(=O)CSc2nnc(Nc3ccccc3F)s2)c(C)n1CC1CCCO1 (stereo not drawn)
-9.4 | O=C(CSc1nnc(-c2ccc(F)cc2)o1)N1CCN(C(=O)c2ccco2)CC1
-1.3 | O=C(CCN1C(=O)c2cccc3cccc(c23)C1=O)N1CCN(Cc2ccc3c(c2)OCO3)CC1
-10.9 | CCN(CC)C(=O)CCCN1C(=O)SC(=Cc2ccc(OC)cc2)C1=S
-92.1 | Cc1cccc2nc(-c3ccccn3)c(Nc3ccc4c(c3)OCO4)n12
-11.6 | c1csc(-c2cn3ccsc3n2)c1
-31.2 | CCC(C)NC(=O)c1c[nH]c2ccc(S(=O)(=O)N(C)c3ccc(F)cc3)cc2c1=O (stereo not drawn)
-6.2 | CCOC(=O)c1ccc(OCC(=O)c2ccc(O)cc2O)cc1
-10.4 | Nc1cc(=O)[nH]c(SCC(=O)c2ccc(O)c(O)c2)n1
-4.2 | COC(=O)C1=C(C)NC(=O)NC1c1ccc(OCc2ccccc2)c(OC)c1 (stereo not drawn)
-3.0 | CCC(OC(=O)c1cc(C)nc2ccccc12)C(=O)N1c2ccccc2Sc2ccccc21 (stereo not drawn)
-11.3 | CCc1ccc(NC(=O)N2CCC(N(C)CCC(C)C)CC2)cc1
-1.6 | NC(=O)NC(=O)CC1Sc2ccccc2NC1=O (stereo not drawn)
-2.2 | Cc1[nH]c2ccccc2c1C(=O)COC(=O)C1CCC(=O)N1 (stereo not drawn)
-3.1 | Cc1sc2ncn(CC(=O)Nc3ccc4c(c3)OCO4)c(=O)c2c1S(=O)(=O)N1CC(C)CC(C)C1 (stereo not drawn)
-7.1 | CNC(=O)c1c(-c2ccccc2)oc2ccc(OC)cc12
-6.2 | Cn1cnnc1Sc1nc2ccccc2nc1NS(=O)(=O)c1ccccc1
-13.9 | CC1=C(C(=O)OCC(C)C)C(c2ccc(O)cc2)C2=C(CC(c3ccc(Cl)cc3)CC2=O)N1 (stereo not drawn)
-24.3 | COc1cccc(C=C2N=C(SC)SC2=O)c1OCc1ccccc1
-10.1 | O=C(NCc1ccc2c(c1)OCO2)c1cccc(S(=O)(=O)N2CCCCC2)c1
-3.6 | Cc1c(C)c2cc3c4c(oc3cc2oc1=O)CCCC4
2.7 | COc1cc(C(=O)N2CCN(c3cccc(C)c3C)CC2)cc(OC)c1OC
-9.3 | CCOC(=O)C1=C(N)N(c2ccccc2)C2=C(C(=O)CC(C)(C)C2)C1c1cc(OC)c(OC)c(OC)c1 (stereo not drawn)
4.3 | COc1ccc(Cc2nc(-c3ccc(Cl)cc3)no2)cc1
-9.5 | Cc1cccc2sc(NC(=O)c3sc4ncn(CC(=O)Nc5cccc(C(F)(F)F)c5)c(=O)c4c3C)nc12
-10.5 | CCOC(=O)CCNC(=O)Nc1ccc2nc(C)n(Cc3ccc(Cl)cc3)c(=O)c2c1
3.2 | CCN1C(=O)CC(C(=O)NCCc2ccc(S(N)(=O)=O)cc2)SC1=Nc1ccc(OC)cc1 (stereo not drawn)
-11.0 | COc1cc(C(=O)O)cc(Br)c1OC1CCCC1
-8.6 | O=C(O)c1ccccc1C(=O)N1CCOCCOCCOCC1
-3.1 | CC1CCC2C(=O)N(c3ccc(N4CC5(C)CC4CC(C)(C)C5)c([N+](=O)[O-])c3)C(=O)C2C1 (stereo not drawn)
-4.4 | Cc1nn(C(C)C(=O)N2CCc3ccccc3C2)c(=O)c2cc3occc3n12 (stereo not drawn)
-1.1 | NC(=O)c1cccc(S(=O)(=O)N2CCCCC2)c1
-2.6 | CC(C)N(CCc1ccncc1)C(=O)Nc1ccc(Cl)c(Cl)c1
-5.2 | COCC(C)NC(=O)CCS(=O)(=O)c1nc(-c2ccc(OC)cc2)cc(C(F)(F)F)n1 (stereo not drawn)
-4.0 | Cc1ccc(Nc2nc(-c3cccnc3)cs2)c(C)c1
-0.4 | O=C(NCc1ccccc1)c1c(O)c2cccc3c2n(c1=O)CC3
-4.3 | Cc1cc2c(N=O)c(NO)ccc2[nH]1

# Continued.
14-3-3 PPI | Structure
-1.1 | Cc1ccccc1C(=O)Nc1ccc(Br)c(C)n1
-1.7 | CCc1ccc(CNCc2cccnc2)cc1
-10.2 | COC(=O)c1cc(OC)c(OC)cc1NC(=O)NS(=O)(=O)c1ccc(C)cc1
-20.1 | O=C(COC(=O)Cc1ccc(S(=O)(=O)N2CCCCC2)s1)Nc1ccc2c(c1)OCO2
-1.8 | CCOc1ccccc1N(C(=O)Cn1nnnc1-c1ccc(C)o1)C(CC)C(=O)NC(C)(C)C (stereo not drawn)
-2.3 | Cc1c(C(=O)OCCOc2ccc(Br)cc2)sc(=S)n1C
0.2 | CC(C)CCNC(=O)CN(C(=O)CCC(=O)Nc1ccccn1)c1ccc2c(c1)OCO2
-0.4 | Cc1ccc(NC(=O)Cn2nnc(C(=O)NCc3cccs3)c2N)cc1
-4.0 | O=[N+]([O-])c1ccccc1Oc1ccccn1
-0.4 | CCCCC(=O)NC1(C(F)(F)F)C(=O)Nc2c1c(=O)n(C)c(=O)n2C (stereo not drawn)
-1.7 | CCOc1ccc(CCn2c3c(c(=O)[nH]c2=O)C(C(F)(F)F)(C(F)(F)F)N=C(c2ccncc2)N3)cc1OCC
-8.9 | Cc1cccc(NC(=O)c2ccc([N+](=O)[O-])o2)c1
-27.2 | COc1ccc(C)cc1NC(=O)CCS(=O)(=O)c1cccc2nonc12
0.9 | Fc1ccc(CSc2ncnc3c2oc2ccccc23)cc1
-3.6 | CCCCNC(=O)N(C)c1nncnc1C(=O)NC
1.2 | Cc1nnc2n(-c3ccccc3)c(=O)c3c4c(sc3n12)CCCC4
-7.7 | COc1cc(OC)c(NC(=O)c2sc3ncn(CC(=O)Nc4cccc(C(F)(F)F)c4)c(=O)c3c2C)cc1Cl
-2.8 | CCCCOc1ccccc1C1C(C(N)=O)=C(C)Nc2nnnn21 (stereo not drawn)
-1.4 | CCOc1ccc(-n2nc3ccc(NC(=O)c4ccc(I)cc4)cc3n2)cc1
0.4 | O=C(Nc1ccc(O)cc1)c1scc2c1CCCC2
-7.1 | COc1ccc(-c2nnc(NC(=O)C(C)C)s2)c(OC)c1
-59.0 | CCOC(=O)c1sc(N2C(=O)C(=O)/C(=C(/O)c3ccc(C)cc3)C2c2ccc(Br)cc2)nc1C (stereo not drawn)
2.4 | COc1ccc(-c2nnc(SCC(=O)Nc3cc(C)on3)n2C)cc1OC
-0.9 | Cn1c(-c2ccc(C(=O)c3ccccc3)s2)nc2ccccc21
-3.9 | CN(C)C(=O)CSc1nnc([C@H](Cc2c[nH]c3ccccc23)NC(=O)OC(C)(C)C)o1
-5.3 | COc1ccc(C)cc1NC(=O)c1nnn(Cc2cc(C)ccc2C)c1N
-2.5 | CCCn1c(N(CC)CC)nc2c1c(=O)[nH]c(=O)n2C
-8.7 | Cc1ccc2c(c1)c(=O)c1ccccc1n2CC(=O)N1CCC(c2ccccc2)CC1
-5.0 | Cc1ccc(NC(=O)Cn2c(=O)n(CCC(=O)N3CCc4ccccc4C3)c(=O)c3ccccc32)cc1
5.4 | Cc1ccnc(NS(=O)(=O)c2ccc(N=CC3=C(O)CC(C)(C)CC3=O)cc2)n1
0.2 | O=C1CC(c2ccc(S(=O)(=O)NC3CC3)cc2)CN1 (stereo not drawn)
4.3 | O=C(CN1C(=O)C2C3C=CC(C3)C2C1=O)N1CCN(C2CCCCC2)CC1 (stereo not drawn)
-3.5 | Cn1c2ccc(CC(=O)O)cc2c2cc(CC(=O)O)ccc21
4.2 | Cc1ccccc1OCCN1C(=O)c2ccccc2C1=O
-3.2 | CCOC(=O)c1cnc(-n2nc(C)cc2C)nc1Nc1ccc2c(c1)OCO2
-6.8&-7.7 | Fc1ccc(-c2cc(C(F)(F)F)nc(NCC3CCCO3)n2)cc1 (stereo not drawn)
-0.9 | Nc1ccc2oc(-c3cc(Br)ccc3Cl)nc2c1
1.3 | O=C(c1nc2ncccn2n1)N1CCN(c2ccccc2)CC1
-22.2 | Cc1cccc(NC(=O)Cn2c3ccccc3c(=O)c3cc([N+](=O)[O-])ccc32)c1
-2.5 | Cc1ccc(S(=O)(=O)NCc2ccc(C(=O)N3CCN(c4ccccc4)CC3)cc2)cc1
3.2 | CCC1CCC(C(=O)NC(C(=O)Nc2ccc3c(c2)OCCO3)C(C)C)CC1 (stereo not drawn)
-2.5&0.9 | CC1CCCCC1NC(=O)Cn1nc(-c2ccccc2)ccc1=O (stereo not drawn)
-3.5 | CC(=O)Nc1ccc(Oc2ccc3nc(C)[nH]c3c2)cc1
-2.1 | O=C(C1CC1)N1CCc2cc(S(=O)(=O)N3CCN(C(c4ccccc4)c4ccc(Cl)cc4)CC3)ccc21 (stereo not drawn)
0.3 | COc1ccc(OC)c(C2NC(=O)NC(C)=C2C(=O)OCC2CCCCC2)c1 (stereo not drawn)
-4.8 | CC(C)N1CCC2(CC1)N=C(c1ccc3c(c1)OCO3)CC(c1cc(Cl)ccc1O)N2 (stereo not drawn)
-5.2 | COc1ccccc1C(c1nnnn1CCc1ccccc1)N1CCN(c2ccccc2)CC1 (stereo not drawn)
-8.0 | Cc1nc(-c2c(C(F)(F)F)oc3c(C)c(C)ccc3c2=O)cs1
5.9 | O=C(Cn1c(NCCCO)nc2ccccc21)c1cccc(Br)c1
-1.4 | CC(=O)CC(=O)Nc1ccccc1NC(C)=O
15.7 | O=C(CSc1nc2c(cnn2-c2ccc(Cl)cc2)c(=O)[nH]1)Nc1ccc(Br)cc1
-2.2 | C#CCN1C(=O)C(O)(CC(=O)c2ccccc2O)c2ccccc21 (stereo not drawn)
-0.7 | NS(=O)(=O)c1ccc(CCNc2cc(=O)n(Cc3ccc(F)cc3)c(=O)[nH]2)cc1
-3.1 | Cc1ccccc1OC1C(=O)N(c2ccc(F)cc2)C1c1ccc2c(c1)OCO2 (stereo not drawn)
-3.2 | Cc1nn2c3ccccc3nc2n(C)c1=O
0.7 | CCN1CCN(Cc2nc3c(c(=O)n(C)c(=O)n3C)n2CCc2ccccc2)CC1

# Going on with the list.
14-3-3 PPI | Structure
2.1 | O=C(NCCCNC(=O)c1ccco1)c1ccco1
-18.5 | Cc1cc(C)nc(NS(=O)(=O)c2ccc(Cl)cc2)n1
4.7 | Cc1ccc(NS(=O)(=O)c2ccc3nc(-c4ccccc4)[nH]c3c2)c(Br)c1
-3.5 | CCOc1cc(C=Cc2cc(C(F)(F)F)[nH]c(=O)n2)cc(Cl)c1OCC
-1.3 | COc1cccc(C(=O)CSc2nnc(CNS(C)(=O)=O)n2-c2ccc(C)cc2)c1
-4.7 | Fc1ccccc1-c1nc(N2CCN(Cc3ccccc3)CC2)c2ccccc2n1
2.3 | CC1CCCN(C(=O)CCNC(=O)Cn2ccc3ccccc3c2=O)C1 (stereo not drawn)
-4.6 | O=C(c1ccco1)N1CCN(C(=O)c2cnn3c2NC(c2cccs2)CC3C(F)(F)F)CC1 (stereo not drawn)
-0.2 | CCOC(=O)N1CCC(NC(=O)CSc2cc(=O)n(CC)c3ccccc23)CC1
1.5 | COc1cccc(C2/C(=C(/O)c3ccncc3)C(=O)C(=O)N2CCCN2CCOCC2)c1OC (stereo not drawn)
0.7 | O=C1c2ccccc2C(=O)N1SC1CCCCC1
-7.7 | COCCCNC(=O)C1CCC(=O)N(c2ccc3c(c2)OCO3)C1c1ccc(OC)cc1 (stereo not drawn)
-12.7 | C/C(=C\c1ccco1)C1Nc2cccc3cccc(c23)N1

# Screens (PubChem BioAssay)
